ERG Ets-DNA blk: qHTS for Small Molecule Inhibitors of the ERG Ets/DNA interaction. Transcriptional regulator ERG (Homo sapiens), P11308. fluorescence polarization, His-ERG Ets domain / labelled DNA. Potency, µM (titrated, usually from 76.9 µM), for inactives: top-dose FP activity, negative = inhibition, usual class: inhibitors. 370,000 tested, 0.028% active. AID 624246, 2012; active = well fitted inhibition curve with a large enough effect in the polarisation, with a control signal flat; inconclusive = small, poorly fitted or top-dose-only effect, or effect the other way, or a change in a side signal; inactive = no such curve, though single readings can be large or run the other way; the % refers to the polarisation;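 also: polarization taken with two DNA probes labelled with fluorescein and Texas red; potency is read from the fitted curve at half-maximal effect; % of control where 0% means no effect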
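His-tagged ERG Ets domain (1 uM in the protein solution; 300mM KCl, 50mM Tris-HCl, 1mM EDTA, 1mM DTT, pH 7.5) received compound, then a probe mix of 5 nM fluorescein-DNA and 100nM Texas-615-DNA. Fluorescence polarization was read for both dyes.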
12-LOX inh: Primary qHTS assay for inhibitors of human arachidonate 12S-lipoxygenase (ALOX12): Round 2. purified 12hLO, xylenol orange hydroperoxide absorbance. Potency, µM (titrated, usually from 108 µM), for the others: at the top dose activity change, negative = inhibition, hits mostly inhibitors. 580,000 tested, 1.1% active. AID 1671190, 2021; also: potency is read from the fitted curve at half-maximal effect; % is scaled to controls: 0 for no effect and ±100 for the full control effect
Target sequence (P18054 whole entry, looked up): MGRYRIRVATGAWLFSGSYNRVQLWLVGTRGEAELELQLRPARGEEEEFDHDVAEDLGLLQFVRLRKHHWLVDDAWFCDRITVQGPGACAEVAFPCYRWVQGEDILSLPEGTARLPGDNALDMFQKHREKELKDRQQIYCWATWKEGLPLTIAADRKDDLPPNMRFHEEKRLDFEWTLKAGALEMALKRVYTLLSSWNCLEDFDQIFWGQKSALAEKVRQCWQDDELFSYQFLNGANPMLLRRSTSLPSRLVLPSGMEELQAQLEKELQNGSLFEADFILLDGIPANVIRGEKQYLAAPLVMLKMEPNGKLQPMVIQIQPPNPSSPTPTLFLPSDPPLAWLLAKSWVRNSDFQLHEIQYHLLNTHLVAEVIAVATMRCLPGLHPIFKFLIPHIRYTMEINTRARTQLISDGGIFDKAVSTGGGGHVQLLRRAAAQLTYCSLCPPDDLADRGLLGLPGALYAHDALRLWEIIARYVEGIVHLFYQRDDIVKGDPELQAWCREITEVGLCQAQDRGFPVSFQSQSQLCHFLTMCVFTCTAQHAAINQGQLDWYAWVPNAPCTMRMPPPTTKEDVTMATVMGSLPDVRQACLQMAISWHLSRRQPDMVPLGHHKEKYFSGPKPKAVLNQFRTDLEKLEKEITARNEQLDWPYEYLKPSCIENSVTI
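Purified human 12hLO at 150 nM in 25 mM Hepes, 0.01% Triton X-100, pH 7.0, preincubated 15 min at room temperature with compound. Reaction started with 40 uM arachidonic acid, 30 min at room temperature. Hydroperoxide measured by Fe-xylenol orange, 573/405 nm absorbance ratio.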
Vif-APOBEC3F blk: qHTS for Inhibitors of Vif-A3F Interactions: qHTS; Potency, µM (doses to about 46.1 µM), inactives show top-dose activity, negative = active; 390,000 tested, 0.2% active; HeLa A3F-eYFP + Vif (tagged APOBEC3F with the HIV-1 protein that degrades it), YFP fluorescence increase; AID 602313, 2012; also: potency is read from the fitted curve at half-maximal effect; % of control where 0% means no effect; nearly all actives have a fitted effect of over 65% in size
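HeLa cells stably expressing A3F-eYFP plus Vif, plated and incubated overnight at 37 deg C, then exposed to compounds overnight at 37 deg C. Blocked degradation read as raised yellow fluorescence (Ex 488/Em 500-530).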
D2 antag: HTS Assay for Allosteric Antagonists of the Human D2 Dopamine Receptor: Primary Screen for Antagonists | D(2) dopamine receptor (Homo sapiens), P14416 | inhibition, % at 10 µM | HEK293 TREx D2 cells, calcium flux, dopamine EC80 | 340,000 tested, 2% active; in the data active = inhibition above about 30%; also: 0% is about no effect
Target sequence (P14416 whole entry, looked up): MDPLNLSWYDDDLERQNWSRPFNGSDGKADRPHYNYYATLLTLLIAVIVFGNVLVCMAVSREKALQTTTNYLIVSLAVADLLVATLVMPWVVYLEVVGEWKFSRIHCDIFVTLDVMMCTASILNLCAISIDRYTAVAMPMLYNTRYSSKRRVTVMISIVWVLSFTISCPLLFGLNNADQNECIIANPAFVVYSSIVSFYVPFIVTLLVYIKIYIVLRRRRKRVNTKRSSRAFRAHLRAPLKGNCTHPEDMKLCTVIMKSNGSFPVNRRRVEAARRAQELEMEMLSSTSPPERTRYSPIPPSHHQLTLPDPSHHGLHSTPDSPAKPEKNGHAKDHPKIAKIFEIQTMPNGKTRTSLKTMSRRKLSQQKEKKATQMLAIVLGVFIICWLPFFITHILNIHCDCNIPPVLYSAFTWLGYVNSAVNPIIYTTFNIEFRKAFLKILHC
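Overnight-induced (tetracycline, 30 C) HEK293 T-REx cells carrying force-coupled D2 receive a no-wash calcium dye, then compound, then EC80 dopamine at 180 s; signals are read kinetically throughout.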
RGS4 inhibitor: Inhibitors of Regulator of G Protein Signaling (RGS) 4: qHTS; Potency, µM (series often up to 114 µM), without a hit: at the highest dose activity change, negative = inhibition, usual class: inhibitors; Transcreener GDP fluorescence polarization, RGS4-accelerated GTP hydrolysis; 390,000 tested, 0.039% active; Regulator of G-protein signaling 4 (Homo sapiens), P49798; also: potency is read from the fitted curve at half-maximal effect; % is scaled to controls: 0 for no effect and ±100 for the full control effect; nearly all actives have a fitted effect of over 75% in size; some results filed as inactive show a strong effect at the top dose
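MLSMR compounds (23 nl, pin-transferred) preincubated 10 min at room temperature with a 500nM (2x) first reagent, then RGS4 at 900nM (2x) plus Transcreener GDP mix added; fluorescence polarization (620/688 nm) read before and after 90 min at 30 °C.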
D2 ag: HTS Assay for Allosteric Agonists of the Human D2 Dopamine Receptor: Primary Screen for Agonists. AID 485358, 2010. HEK293 T-REx D2 cells, calcium flux agonist mode. 340,000 tested, 0.53% active. activation, % at 2 µM. D(2) dopamine receptor (Homo sapiens), P14416;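 active = activation over 3 SD above normal in the single-dose calcium agonist read, cut at about 30% in these data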; also: 0% is about no effect
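Calcium-flux readout, 1 cycle/sec over 180 s following compound pin transfer, in inducible HEK293 Trex D2 cells (force-coupled); dopamine controls included. Positive calcium responses during this window marked compounds as potential agonists.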
Glioma ERSR ind: qHTS for Inducers of the Endoplasmic Reticulum Stress Response (ERSR) in Human Glioma: qHTS; U87-MG GRP78 promoter luciferase reporter, 16 h; AID 602332, 2012; Potency, µM, for the others: top-dose activation, usual class: activators; 420,000 tested, 0.02% active; also: potency is read from the fitted curve at half-maximal effect; series mostly up to about 76 µM; % of control where 0% means no effect; nearly all actives have a fitted effect of over 35% in size
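Stably transfected U87-MG human glioma cells carrying a GRP78-based luminescent sensor were seeded at 1000 cells/well, pin-dosed with compounds and incubated 16 h. Luciferase reagent was then added, and end-point luminescence was read after 10 min at room temperature.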
Vif-A3G inh: qHTS for Inhibitors of Vif-A3G Interactions: qHTS; DNA dC->dU-editing enzyme APOBEC-3G (Homo sapiens), Q9HC16; HeLa A3G-eYFP + Vif (tagged APOBEC3G with the HIV-1 protein that degrades it), YFP fluorescence, overnight; Potency, µM (highest dose often 46.1 µM), without a hit: at the highest dose activity, negative = active, most hits filed as inhibitors; 410,000 tested, 0.076% active;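 also: potency is read from the fitted curve at half-maximal effect; % is scaled to controls: 0 for no effect and ±100 for the full control effect; nearly all actives have a fitted effect of over 60% in size; hits raise eYFP signal because A3G escapes Vif-driven loss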
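Read-out is eYFP fluorescence (Ex 488/Em 500-530) from Vif-expressing HeLa A3G-eYFP cells; more signal means A3G escaped Vif-mediated degradation. Cells plated overnight, compound pinned in, incubated overnight at 37 deg C.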
LDHA block: qHTS assay for inhibitors of human lactate dehydrogenase | L-lactate dehydrogenase A chain (Homo sapiens), P00338 | purified LDHA, NADH/diaphorase-resazurin fluorescence; hits give low values | activity change, % (values are at about 110 or 230 µM) | 480,000 tested, 0.15% active | AID 1347041, 2019; in the data active = activity change below about -30%; inconclusive = mostly about -25% to -30%;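 also: plate controls were DMSO wells for no effect and wells without enzyme for full effect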
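Human LDH5 (2 nM) was incubated with 0.06 mM NADH and 0.2 mM pyruvate for 5 min at room temperature in Tris pH 7.4. Remaining NADH was coupled through diaphorase/resazurin, and resorufin fluorescence was read at 0 and 20 min.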
The depositor's hits bear a star; ? = inconclusive; nt = no result given; [ ] = dose if it differs, or a comment. Unless noted, calls follow the shape of the dose curve; as a rule, active = well fitted curve in the direction sought with a large enough effect; inconclusive = small, poorly fitted or top-dose-only effect, or another doubt; inactive = no such curve, though single readings can be large; an effect the other way counts as inactive or inconclusive. These rows are one share of the data; rates above refer to the full screens.

smiles	ERG Ets-DNA blk	12-LOX inh	Vif-APOBEC3F blk	D2 antag	RGS4 inhibitor	D2 ag	Glioma ERSR ind	Vif-A3G inh	LDHA block
COc1cc(CNc2ncn[nH]2)cc(Br)c1OC	3%	10%	-4%	11	0%	-0.3	-4%	0%	2
CCSc1nnc(NC(=O)Cc2cc(OC)c(OC)c(OC)c2)s1	-7%	3%	-16%	1	-11%	0.2	2%	-1%	-7
COC(=O)CSc1nnc(CNC(=O)c2ccccc2F)n1-c1ccc(F)cc1	4%	5%	-17%	29	-10%	-0.8	1%	-2%	2
Fc1ccc(-n2ncc3c(NCCCN4CCOCC4)ncnc32)cc1	-5%	2%	5%	nt	11%	-0.4	1%	-10%	-3
COc1ccc(C=C2C(=O)c3ccccc3C2=O)cc1O	4%	-10%	-2%	13	1%	0.3	0%	-7%	-2
CCOC(=O)c1ccc(-c2ccc(/C=C(\C#N)C(=O)NCC3CCCO3)o2)cc1 (configuration not stated)	-7%	0%	-23%	-1	-35%	0.3	2%	-25%	1
CC(C)(C)NC(=O)CN(C(=O)CS(=O)CC(=O)Nc1ccc(F)cc1)c1ccccc1F (configuration not stated)	-5%	-5%	-14%	8	-5%	0.0	-1%	-1%	0
CCOC(=O)N1CCC(NC(=O)c2cc3ccccn3n2)CC1	-1%	13%[57.4 µM]	-4%	-13	1%	2.3	-3%	0%	-8
COc1cccc(-n2nnc3c(=O)n(Cc4ccc(C)cc4)cnc32)c1	12%	-12%	-1%	-6	20%	0.7	0%	3%	-5
COC(=O)c1ccc(NC(=O)CC2C(=O)N(c3ccccc3)C(=O)N2Cc2ccc(F)cc2)cc1 (configuration not stated)	-7%	?	0%	nt	16%	1.1	-2%	-2%	-1
COc1ccc(OC)c(NC(=O)CNC(=O)c2cccs2)c1	2%	0%	4%	-5	-21%	0.3	-3%	2%	-8
Cc1cc2oc(C(=O)Nc3sc4c(c3C(=O)NCc3ccco3)CCC4)cc(=O)c2cc1C	9%	5%	-11%	nt	-1%	0.1	-4%	-3%	1

(further entries)
smiles	ERG Ets-DNA blk	12-LOX inh	Vif-APOBEC3F blk	D2 antag	RGS4 inhibitor	D2 ag	Glioma ERSR ind	Vif-A3G inh	LDHA block
CC(C)(C)NS(=O)(=O)c1ccc(CCC(=O)NCc2ccc3c(c2)OCO3)cc1	-20%	2%	-4%	-43	1%	-0.3	-2%	3%	0
CCSc1nnc(NC(=O)CN(C)S(=O)(=O)c2ccc(F)cc2)s1	nt	-18%	0%	-1	2%	-0.9	0%	-4%	-6
CCC(C)[C@H](NC(=O)NCc1ccc(S(N)(=O)=O)cc1)C(=O)O (some centres not stated)	95%[activator]	-6%	-1%	-14	6%	1.5	1%	-9%	-10
O=C(CN1CCN(S(=O)(=O)c2ccc(Cl)cc2)CC1)Nc1ccc2c(c1)OCCO2	9%	0%	-1%	-5	-21%[11.4 µM]	-1.1	-3%	2%	0
Cc1ccc(S(=O)(=O)N(C)c2ccc(OCC(=O)Nc3cccc(-n4cnnn4)c3C)cc2)cc1	6%	12%	-1%	-10	6%	0.8	-1%	2%	-4
COc1cc2c(ccc3cc(OC)c(OC)c(O)c32)cc1O	4%	?	4%	-19	-25%	-1.4	1%	-4%	8
O=C(O)CC1(CC(=O)Nc2ccc(Cl)cc2C(=O)c2ccccc2)CCCC1	2%	6%	-3%	-7	-9%	0.7	0%	0%	-6
COc1cccc(NC(=O)N(Cc2cn(C)c3ccccc23)C2CCCCCC2)c1	-1%	-20%	4%	nt	3%	0.6	-1%	-6%	-1
CCOC(=O)C(Cc1c[nH]c2ccccc12)NC(=O)COc1ccc(Cl)cc1 (configuration not stated)	2%	-20%	-10%	nt	-2%	0.1	?	6%	3
Cc1ccccc1NC(=O)NC1(C(=O)N2CCOCC2)CCCCC1	-1%	-14%	3%	5	-7%	0.3	-4%	-1%	-1
COc1ccc(CNC(=O)C(c2ccc(C)o2)N(C(=O)c2csnn2)c2ccc(C(C)C)cc2)cc1 (configuration not stated)	-6%	407%[activator]	3%	0	-26%	-0.8	3%	1%	0
O=C1c2ccccc2C(=O)N1OCc1c(F)cccc1Cl	-14%	-1%	12%	-5	22%	28	-1%	4%	-5

(continued)
smiles	ERG Ets-DNA blk	12-LOX inh	Vif-APOBEC3F blk	D2 antag	RGS4 inhibitor	D2 ag	Glioma ERSR ind	Vif-A3G inh	LDHA block
CCOC(=O)c1cc2sccc2n1CC(=O)N1CCc2ccccc21	-3%	-25%	1%	0	2%	-0.4	-2%	0%	-5
CCCC(C(=O)NC(C)(C)CC)N(CC1CCCO1)C(=O)CNS(=O)(=O)c1ccc(F)cc1 (configuration not stated)	1%	0%	-24%	18	26%	-0.5	-1%	0%	-14
N#Cc1cccc(NC(=O)COC(=O)c2ccccc2C(=O)c2ccc(Cl)c([N+](=O)[O-])c2)c1	8%	-3%	2%	8	16%	1.0	-16%	-21%	-3
CCN(CC(=O)Nc1cccc(OC)c1)c1ncnc2sc(C)c(C)c12	nt	-17%	-9%	nt	4%	nt	-4%	-4%	-9
COC(=O)c1ccc(OC(=O)CCN2c3ccccc3Sc3ccccc32)cc1	4%	-19%	0%	nt	-10%	nt	-3%	-3%	-4
CN(C(=O)NC1CC(=O)N(c2ccc3c(c2)OCCO3)C1)c1ccccc1 (configuration not stated)	-13%	-3%	-11%	7	-15%	0.3	-2%	1%	-11
O=C(C1CCCO1)N1CCC(c2nc3ccccc3[nH]2)CC1 (configuration not stated)	-15%	-19%	-4%	9	10%	-0.4	-3%	-1%	0
Cc1c(NC(=O)C(C)OC(=O)c2ccccc2O)c(=O)n(-c2ccccc2)n1C (configuration not stated)	-14%	203%[activator]	0%	nt	13%	nt	-5%	-7%	-4
CCCc1cnc(N2CCN(C(=S)NC)CC2)nc1	-7%	?	-5%	13	-6%	0.6	9%	1%	-2
CC(C)c1[nH]nc2c1C(C1C=CCCC1)C(C#N)=C(N)O2 (configuration not stated)	-4%	?	4%	4	25%	1.6	-13%	-26%	-4
O=C1N=C2SCCN2/C1=C\c1ccccc1Cl	-4%	0%	6%	0	-7%	-0.3	0%	2%	-6
Cc1ccc(C)c(CN2C(=O)c3ccccc3S(=O)(=O)c3ccc(C(=O)OCC4CCCO4)cc32)c1 (configuration not stated)	1%	?	2%	nt	-2%	0.2	-1%	1%	0

(cont.)
smiles	ERG Ets-DNA blk	12-LOX inh	Vif-APOBEC3F blk	D2 antag	RGS4 inhibitor	D2 ag	Glioma ERSR ind	Vif-A3G inh	LDHA block
Cc1onc(CO)c1C(=O)Nc1nccs1	-1%	-1%	-1%	-7	11%	0.4	-1%	0%	-2
CCN1CCN(C(c2ccc(OC)cc2)C(O)C(=O)c2c[nH]c3ccccc23)CC1 (configuration not stated)	-5%	nt	1%	4	-1%	0.6	0%	3%	-3
CCOc1ccc(NC(=O)CN(C)C(=O)c2ccc(OCc3ccccc3)c(OC)c2)cc1OCC	1%	-3%	-8%	nt	7%	nt	-2%	0%	-2
CCOc1cccc(C(=O)N(Cc2ccc(F)cc2)Cc2ccco2)c1	-5%	-28%	0%	nt	29%	-0.4	-5%	4%	-5
CCOC(=O)c1ccccc1NC(=O)CSc1nnc(C(C)C)n1CC	-7%	-5%	2%	1	-1%	2.6	-6%	3%	-2
Cc1ccc(S(=O)(=O)CCC(=O)OCC(=O)NCCc2ccc(S(N)(=O)=O)cc2)cc1	-9%	17%	2%	-1	-14%	-1.6	-4%	2%	-2
COc1cc2c(cc1OC)CN(CC(O)c1ccccc1)CC2 (configuration not stated)	11%	-8%	-2%	18	16%	-1.9	1%	5%	-6
c1csc(Cc2nn3c(-c4n[nH]c5c4CCC5)nnc3s2)c1	1%	-11%	1%	12	-51%[11.4 µM]	0.6	-5%	-8%	-4
COc1ccc(/C=N/S(=O)(=O)c2cccs2)cc1	-12%	2%	-1%	nt	-10%	nt	-2%	3%	0
CCCc1nnc(NC(=O)CN2C(=O)c3ccccc3C2=O)s1	12%	?	-4%	2	-3%	0.6	-5%	1%	-4
Cn1c(=O)[nH]c(=O)c2c1nc(Br)n2CCCSc1nc2ccccc2o1	4%	?	-10%	nt	4%	nt	-6%	-19%	-10
Cc1ccc(Nc2ncc(C(=O)NCCCN3CCN(C)CC3)c3ccccc23)cc1Cl	-3%	-17%	3%	21	-12%	-8.7	-6%	2%	-4
CCNC(=O)C1(C)CCCN(Cc2cc3ccccc3o2)C1 (configuration not stated)	nt	?	nt	nt	nt	nt	-2%	0%	-3
CCCCn1c(N)c(N(CC(C)C)C(=O)COC(=O)C2(c3ccccc3)CC2)c(=O)[nH]c1=O	4%	0%	-6%	-5	-18%	0.5	3%	0%	-11
